Screening data deposited in PubChem by several laboratories.
TRPC6 act = mouse TRPC6 channel activators, primary screen, cell-based, HEK293, membrane potential dye. Short transient receptor potential channel 6 (Mus musculus), Q61143. HEK293-TRPC6 membrane potential dye fluorescence; hits give high values. B-score at 10 µM. 310,000 tested, 0.13% active. AID 2550, 2010;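 active = B-score of the integrated fluorescence ratio above library mean plus 3 SD, and starting fluorescence ratio within library mean plus 5 SD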;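 also: higher score means more depolarization so channel activation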
TMEM16A act = TMEM16A chloride channel activators or potentiators, primary screen, cell-based, HTS; Anoctamin-1 (Mus musculus), Q8BHY3; HEK293 TMEM16A/YFP-H148Q/I152L, iodide quench fluorescence; hits give low values; B-score at 10 µM; 340,000 tested, 0.3% active;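 active = fluorescence-ratio B-score plate-corrected deviation score at least 3 library SD below zero, with starting fluorescence score within 5 deviations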;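 also: channel opened by trigger with iodide after compound preincubation; score built on the fluorescence ratio of max minus min over baseline; more negative score means more quench and so TMEM16A activation or potentiation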
Target sequence (Q8BHY3 whole entry, looked up): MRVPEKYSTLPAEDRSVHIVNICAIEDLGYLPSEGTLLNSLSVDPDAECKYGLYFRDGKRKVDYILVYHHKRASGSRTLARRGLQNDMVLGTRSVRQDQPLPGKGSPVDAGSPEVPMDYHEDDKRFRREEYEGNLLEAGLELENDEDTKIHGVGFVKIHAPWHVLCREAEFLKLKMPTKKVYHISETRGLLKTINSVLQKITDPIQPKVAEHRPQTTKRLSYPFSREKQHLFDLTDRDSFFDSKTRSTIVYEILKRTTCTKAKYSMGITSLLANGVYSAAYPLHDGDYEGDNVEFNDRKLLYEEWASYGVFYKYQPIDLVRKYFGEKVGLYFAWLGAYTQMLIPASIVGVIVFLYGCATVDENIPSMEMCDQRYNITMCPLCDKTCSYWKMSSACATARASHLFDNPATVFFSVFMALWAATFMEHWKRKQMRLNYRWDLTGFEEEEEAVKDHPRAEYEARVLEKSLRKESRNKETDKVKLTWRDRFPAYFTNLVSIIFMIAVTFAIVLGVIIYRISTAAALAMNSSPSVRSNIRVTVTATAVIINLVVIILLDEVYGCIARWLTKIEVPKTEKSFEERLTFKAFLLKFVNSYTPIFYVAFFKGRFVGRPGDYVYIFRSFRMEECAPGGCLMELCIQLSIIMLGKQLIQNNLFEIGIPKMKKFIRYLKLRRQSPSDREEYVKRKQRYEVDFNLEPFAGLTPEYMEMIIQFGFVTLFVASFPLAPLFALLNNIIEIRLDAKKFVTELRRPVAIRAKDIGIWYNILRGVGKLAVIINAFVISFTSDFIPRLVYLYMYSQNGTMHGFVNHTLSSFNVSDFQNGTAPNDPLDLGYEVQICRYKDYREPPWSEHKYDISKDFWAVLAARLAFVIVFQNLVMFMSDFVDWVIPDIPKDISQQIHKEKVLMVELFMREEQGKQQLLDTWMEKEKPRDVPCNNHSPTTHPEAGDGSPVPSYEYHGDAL
TMEM16A inh = TMEM16A chloride channel inhibitors, primary screen, cell-based, HTS; HEK293 TMEM16A/YFP iodide influx fluorescence, ionomycin; 310,000 tested, 1.2% active; normalized B-score (activity score, 25-100; higher = stronger inhibition) at 10 µM; Anoctamin-1 (Mus musculus), Q8BHY3;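 active = ratio plate-corrected score three or more library SD toward inhibition, starting fluorescence score within five deviations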;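 also: score derived from kinetic fluorescence span divided by baseline fluorescence per well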
MrgX1 antag = antagonists of human MrgX1 receptor, primary screen, HEK293 cells, Fluo-4 calcium flux; 310,000 tested, 1.3% active; Mas-related G-protein coupled receptor member X1 (Homo sapiens), Q96LB2; AID 588676, 2011; B-score at 10 µM; BAM8-22 antagonism; hits give low values;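 active = calcium-response B-score plate-corrected more than 3 library SD below zero, starting fluorescence within 5 deviations, no agonist response on first addition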;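 also: peak minus trough fluorescence over baseline after final BAM8-22 challenge near maximal dose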
TRPC6 inhibitor = mouse TRPC6 channel inhibitors, primary screen, cell-based, HEK293, membrane potential dye | ACh-evoked depolarization; hits give low values | Short transient receptor potential channel 6 (Mus musculus), Q61143 | 310,000 tested, 1.1% active | B-score at 10 µM;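 active = B-score under library mean minus 3 SD, initial fluorescence not abnormally high, positive integrated signal ratio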;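 also: B-score derived from integrated fluorescence ratio over the kinetic read; more negative B-score means stronger inhibition of depolarization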
SKKanGAS inh = S. pyogenes SKKanGAS growth inhibitors in kanamycin, primary screen, streptokinase expression inhibitor project, SKKanGAS strain, BacTiter-Glo luminescence; 6 h; inhibition, % at 7.5 µM; 300,000 tested, 1.3% active; AID 1662, 2009;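 active = mean replicate score, as percent of positive control median, at least 50; inconclusive = mean below 50 but one replicate at or above 50; inactive = mean and every replicate below 50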;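 also: strain carries kanamycin resistance gene driven by streptokinase promoter and grows in 40 µg/ml kanamycin; loss of luminescence reflects streptokinase promoter inhibition or plain growth inhibition; 0% = median of DMSO wells and 100% = positive control at its reference dose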
RGS4 act = RGS4 potentiators or activators, primary screen, cell-based, HEK293 M3R inducible RGS4, calcium flux; carbachol calcium flux Fluo4; hits give low values; B-score at 10 µM; 310,000 tested, 0.92% active;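 active = B-score of the integrated calcium signal more than 4 SD below the library mean, with starting fluorescence not abnormally high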;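 also: negative B-score means reduced calcium response which marks RGS4 activation or potentiation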
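Material: M3R-expressing HEK293 line, RGS4 induced by doxycycline | Schedule: Overnight RGS4 induction, 30 min dye load 37 °C, 20 min compound RT | Measured by: Fluo4 fluorescence kinetic imaging of calcium | Read-out: Integrated calcium ratio converted to B score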
MrgX1 allo act = positive allosteric modulators of MrgX1, primary screen, HEK293 cells, Fluo-4 calcium flux; B-score at 10 µM; 310,000 tested, 0.63% active; FDSS; hits give high values;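 active = plate-corrected calcium response at least 3 library SD above typical, normal starting fluorescence, not activating the receptor alone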;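 also: compound read alongside a low EC10 to EC30 dose of BAM8-22 agonist; peak minus trough fluorescence over baseline measured at the second addition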
RGS4 inh = RGS4 inhibitors, primary screen, cell-based, HEK293 M3R inducible RGS4, calcium flux; Regulator of G-protein signaling 4 (Homo sapiens), P49798; Fluo-4 calcium flux; hits give high values; triggered by carbachol at its EC20; B-score at 10 µM; 310,000 tested, 0.45% active;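 active = B-score, a plate-corrected calcium signal, over three deviations above library mean, with baseline fluorescence within five deviations of library mean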;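 also: RGS4 expression induced by doxycycline in cells with stable M3 receptor; B-score is computed from the integrated fluorescence ratio over baseline after carbachol; higher B-score means a larger calcium signal and so more RGS4 inhibition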
Target sequence (P49798 whole entry, looked up): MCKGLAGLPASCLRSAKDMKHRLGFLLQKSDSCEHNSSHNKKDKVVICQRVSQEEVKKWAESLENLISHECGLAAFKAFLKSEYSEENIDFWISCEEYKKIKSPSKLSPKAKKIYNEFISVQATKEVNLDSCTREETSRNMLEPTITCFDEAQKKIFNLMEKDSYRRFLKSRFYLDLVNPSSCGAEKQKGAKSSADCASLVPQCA
HDAC3 inhib = HDAC3 deacetylase inhibitors, primary screen, biochemical, fluorescence, cell-free homogeneous; recombinant HDAC3, fluorogenic peptide/trypsin coupled; inhibition, % at 8.3 µM; 320,000 tested, 0.15% active; AID 2718, 2010; in the data active = inhibition above about 26%, passing the limit was not always enough; inconclusive = no clear call, values can overlap the other calls
MrgX1 agonist = agonists of human MrgX1 receptor, primary screen, HEK293 cells, Fluo-4 calcium flux. Mas-related G-protein coupled receptor member X1 (Homo sapiens), Q96LB2. Fluo-4 calcium fluorescence, agonist mode; hits give high values. B-score at 10 µM. 310,000 tested, 0.44% active;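 active = calcium response B-score plate-corrected fluorescence ratio at least 3 library SD, with starting fluorescence B-score inside 5 SD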
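Test system: HEK293 cells stably expressing human MrgX1 receptor; Input: fifteen thousand cells per well; Dosing: compound delivered in addition one of three; Schedule: overnight seeding, then 1 h dark dye loading; Technique: Fluo-4 NW calcium fluorescence; Measure: B-scored fluorescence response ratio; Controls: positive and negative controls per plate.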
The depositor's hits bear a star; i = inactive; ? = inconclusive; / = no result given.

SMILES | TRPC6 act | TMEM16A act | TMEM16A inh | MrgX1 antag | TRPC6 inhibitor | SKKanGAS inh | RGS4 act | MrgX1 allo act | RGS4 inh | HDAC3 inhib | MrgX1 agonist
O=C(O)C1CCCCC1C(=O)Nc1cc(C(F)(F)F)ccc1Cl (stereo not drawn) | i | i | i | i | i | 2.9 | i | i | i | 0.0 | i
OC(Cn1ccnc1)c1ccc(Cl)cc1Cl (stereo not drawn) | i | i | i | i | i | -15.4 | i | i | i | 13.9 | i
Cc1ccc2oc(C(=O)Nc3nnc(C)s3)c(C)c2c1 | i | i | i | -4.7* | i | -5.4 | i | i | i | -1.4 | i
Cc1ccc(N(C(=O)CCC(=O)Nc2nccs2)C(C(=O)NC(C)(C)C)c2ccc(O)cc2)cc1 (stereo not drawn) | i | i | i | i | i | 0.3 | i | i | i | -10.0 | i
CC(C)N=c1cc2n(-c3ccc(Cl)cc3)c3ccccc3nc-2cc1Nc1ccc(Cl)cc1 | i | i | i | i | i | 98.1* | i | i | i | -5.2 | i
Cc1ccc(Cn2ccsc2=NC(=O)COC(=O)C(C)C)cc1 | i | i | i | i | i | -0.4 | i | i | i | 7.4 | i
O=C(Cc1cccc2ccccc12)N/N=C/c1ccc(OC(=O)/C=C/c2ccco2)cc1 | i | i | i | i | i | 11.0 | i | i | i | 6.9 | i
COc1ccc(C(=O)c2oc3ccc(Br)cc3c2NC(C)=O)cc1 | i | i | i | i | i | 1.9 | i | i | i | 1.3 | i
N=c1ccn(CC(=O)NC(N)=O)c2ccccc12 | i | i | i | i | i | -5.0 | i | i | i | 4.6 | i
O=C(O)CCCN=CC1=C(O)C(C(=O)c2ccccc2)CCC1=O (stereo not drawn) | / | i | i | i | / | -11.4 | / | i | / | -3.8 | i
COCCNC(=O)C(c1ccco1)N(C(=O)Cn1nnc2ccccc21)c1cccc(C)c1C (stereo not drawn) | i | i | i | i | i | 2.8 | i | i | i | 1.7 | i
COc1ccc(NC(=O)c2cc3c([nH]c4ccccc43)c(C)n2)cc1 | i | i | i | i | i | 17.6 | i | i | i | -4.8 | i
COc1ccccc1CNc1ncnc2nc[nH]c12 | i | i | i | i | i | 1.4 | i | i | i | 0.1 | i
COc1ccc(C2C(C(C)=O)=C(O)C(=O)N2CCCn2ccnc2)cc1OC (stereo not drawn) | i | i | i | i | i | 6.8 | i | i | i | 2.9 | i
Cc1ccccc1CSCC(=O)NC(=O)NCc1ccco1 | i | i | i | i | i | -0.3 | i | i | i | 6.3 | i
Cc1cccc(C)c1OCCOC(=O)c1n[nH]c2ccccc12 | i | i | i | i | i | 4.7 | i | i | i | 9.3 | i
Cc1cc(NC(=O)Cn2c(=O)oc3ccc(Cl)cc32)no1 | i | i | i | i | i | 1.7 | i | i | i | -0.8 | i
COc1ccc(NC(=O)c2ccc(Cl)c(S(=O)(=O)NCC3CCCO3)c2)c(OC)c1 (stereo not drawn) | i | i | i | i | i | -4.9 | i | i | i | -5.4 | i
O=C(NCCNc1ccc([N+](=O)[O-])cc1)c1ccc(Cl)cc1 | i | i | i | i | i | -5.0 | i | i | i | 10.4 | i
Cc1cc(NC(=O)/C(C#N)=C/c2ccc(-c3cccc(C(F)(F)F)c3)o2)n(-c2ccccc2)n1 | i | i | i | i | i | 19.0 | i | i | i | 2.5 | i
Cn1c(=O)c(=O)n(C)c2cc(S(=O)(=O)N3CCOc4ccccc43)ccc21 | i | i | i | i | i | -8.2 | i | i | i | -2.0 | i
CCCNc1nc(N2CCCC2)nc(N2CCCC2)n1 | i | i | i | i | i | -4.0 | i | i | i | -4.3 | i
Cc1nc(NC(=O)c2ccco2)sc1-c1csc(Nc2ccc(Cl)cc2Cl)n1 | i | i | i | i | i | 32.0 | i | i | i | -5.9 | i
CCOc1ccc(C(C)=O)cc1CSc1nc(C)cc(C)n1 | i | i | i | i | i | 3.5 | i | i | i | 5.3 | i
O=C(Nc1nccc(-c2cccs2)n1)c1ccccc1Cl | i | i | i | i | i | 7.7 | i | i | i | 3.5 | i

(more compounds)
SMILES | TRPC6 act | TMEM16A act | TMEM16A inh | MrgX1 antag | TRPC6 inhibitor | SKKanGAS inh | RGS4 act | MrgX1 allo act | RGS4 inh | HDAC3 inhib | MrgX1 agonist
CN(C1=NC(=O)C(CC(=O)O)S1)c1ccc(O)cc1 (stereo not drawn) | i | i | i | i | i | -1.2 | i | i | i | -7.9 | i
O=C1C(Cl)=C(NCC2CCCO2)C(=O)N1C1CCCCC1 (stereo not drawn) | i | i | i | i | i | -1.6 | i | i | i | 2.6 | i
O=C(NNc1ccccc1)/C(=C\c1cccnc1)NC(=O)c1ccccc1 | i | i | i | i | i | 5.7 | i | i | i | 5.1 | i
N#Cc1ccccc1OCC(O)CS(=O)(=O)c1ccccc1 (stereo not drawn) | i | i | i | i | i | -2.2 | i | i | i | -1.2 | i
Cn1cc(C(=O)c2ccc(Cl)cc2Cl)cc1C(=O)O | i | i | i | i | i | 1.8 | i | i | i | 4.4 | i
O=C(NCCN1CCC(Cc2ccccc2)CC1)C1CCCN(S(=O)(=O)c2cnc[nH]2)C1 (stereo not drawn) | i | i | i | i | i | -0.7 | i | i | i | 4.2 | i
O=C(c1ccc(Cl)cc1)c1ccc(OCC(=O)N2CCOCC2)cc1 | i | i | i | i | i | 1.3 | i | i | i | 1.4 | i
CCOC(=O)c1cnn2c(C(F)(F)F)cc(-c3ccco3)nc12 | i | i | i | i | i | -2.1 | i | i | i | -12.4 | i
COCCNC(=S)c1ccc(Br)cc1 | i | i | i | i | i | -4.4 | i | i | i | -1.1 | i
NC(=O)c1ncc(C(F)(F)F)cc1Oc1ccc(F)cc1 | i | i | i | i | i | 3.6 | i | i | i | -2.4 | i
CCOC(=O)C1(Cc2ccccc2)CCCN(Cc2ccncc2)C1 (stereo not drawn) | i | i | i | i | i | -0.1 | i | i | i | -1.7 | i
Clc1cc(CSc2ccccc2)nc(-c2ccccc2)n1 | i | i | i | i | i | 58.3* | i | i | i | -3.3 | i
CC1CCN(c2oc(Cc3cccc4ccccc34)nc2C#N)CC1 | i | i | 25* | i | i | 21.8 | i | i | i | -1.8 | i
CC#CC(=O)N1CCC(C(=O)Nc2ccc(Oc3ccccc3)nc2)CC1 | i | i | i | i | i | 3.3 | i | i | i | 4.7 | i
CN(C(=O)c1ccccn1)c1nnc(-c2cnccn2)s1 | i | i | i | i | i | 3.6 | i | i | i | 10.6 | i
COc1ccc(CN2CCN(CCSc3ccc(C)cc3)CC2)c(OC)c1OC | i | i | i | i | i | -1.2 | i | i | i | 1.2 | i
O=S(=O)(Nc1ccc(N2CCOCC2)cc1)c1c(F)cc(F)cc1Br | i | i | i | i | i | -1.8 | i | i | i | -2.4 | i
CC(C)(C)c1ccc(/C=N/N2C(=O)CSC2=S)cc1 | i | i | i | i | i | 3.5 | i | i | i | -6.5 | i
Cc1cccc(N(Cc2ccccc2)C(=O)c2ccc(F)c(S(=O)(=O)N3CCOCC3)c2)c1 | i | i | i | i | i | 13.0 | i | i | i | 3.2 | i
Cc1ccc(C(C(=O)Nc2ccc3c(c2)OCO3)N(C)C(=O)/C=C\c2ccc3c(c2)OCO3)cc1 (stereo not drawn) | i | i | i | i | i | 36.9 | i | i | i | / | i
O=C(Nc1cccc(C(F)(F)F)c1)c1cc2c(=O)c3ccccc3oc2nc1C(F)(F)F | i | i | i | i | i | ? | i | i | i | 2.7 | i
COc1ccccc1N1CCN(Cc2cc3c(cc2O)OCO3)CC1 | i | i | i | i | i | 2.5 | i | i | i | 3.2 | i
CCNS(=O)(=O)c1ccc(CCC(=O)NCc2ccc(C)cc2)cc1 | i | i | i | i | i | -2.4 | i | i | i | -1.8 | i
COc1ccc(CCNC(=O)c2cc(S(=O)(=O)N(C)c3ccccc3)ccc2Cl)cc1 | i | i | i | i | i | 3.2 | i | i | i | -1.5 | i
Cc1cc(C=O)c(C)n1-c1ccc(N2CCOCC2)cc1 | i | i | i | i | i | 15.0 | i | i | i | 0.7 | i

Following part.
SMILES | TRPC6 act | TMEM16A act | TMEM16A inh | MrgX1 antag | TRPC6 inhibitor | SKKanGAS inh | RGS4 act | MrgX1 allo act | RGS4 inh | HDAC3 inhib | MrgX1 agonist
Cc1ccc(C)c2[nH]c(=O)c(C(c3nnnn3Cc3ccccc3)N3CCc4ccccc4C3)cc12 (stereo not drawn) | i | i | i | i | i | 5.1 | i | i | i | -9.5 | i
O=C(CSc1nnc2c(n1)[nH]c1ccc(S(=O)(=O)N3CCOCC3)cc12)Nc1ccc(F)c(F)c1 | i | i | i | i | i | -2.9 | i | i | i | 2.6 | i
Cc1ccc2c(Cl)c(C(=O)Nc3cc(C)on3)sc2c1 | i | i | i | i | i | -10.7 | i | i | i | -1.4 | i
CN1C(=S)N(c2cccnc2)C(=O)/C1=C\c1ccc(C(C)(C)C)cc1 | i | i | i | i | i | 8.6 | i | i | i | -2.5 | i
C=CCC(C#Cc1ccccc1)[N+](C)(C)CC=C (stereo not drawn) | i | i | i | i | i | -13.1 | i | i | i | -14.0 | i
CCc1ccccc1NS(=O)(=O)Cc1ccccc1 | i | i | i | i | i | 1.6 | i | i | i | 5.8 | i
Nc1ncnc2c1C1(CCCCC1)Cc1ccccc1-2 | i | i | i | i | i | -0.9 | i | i | i | / | i
OCCCn1c(C2CCCN2c2nc(-c3ccc(F)cc3)cs2)nc2cc(Cl)c(Cl)cc21 (stereo not drawn) | i | i | i | i | i | 31.7 | i | i | i | 3.2 | i
Cc1cc(=O)oc2cc(OCC(O)CN3CCN(c4ccc(F)cc4)CC3)ccc12 (stereo not drawn) | i | i | i | i | i | -7.5 | i | i | i | 1.2 | i
COc1ccc(OC)c(NC(=O)c2sc3ncnc(N4CCN(c5ccccn5)CC4)c3c2C)c1 | i | i | i | i | i | 26.3 | i | i | i | -2.0 | i
Cc1noc(C(F)(F)F)c1C(=O)NNC(=O)c1cccc(C(F)(F)F)c1 | i | i | i | i | i | -3.4 | i | i | i | -5.4 | i
CCCCNC(=O)C1CCC(CNc2c(N3CCC(C)CC3)c(=O)c2=O)CC1 (stereo not drawn) | i | i | i | i | i | 3.8 | i | i | i | 0.4 | i
